pAkt inh: Akt phosphorylation inhibition | Neuro2A IGF-stimulated pAkt S473 HTRF, 20 min; hits give low values | activity change, % for hits at 50 µM | hit rate 0.32% among 360,000; in the data active = activity change below about -80%; inconclusive = mostly about -51% to -80%; also: % is scaled to controls: 0 for no effect and ±100 for the full control effect
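Neuro2A cells in DMEM with 0.5% FBS, overnight at 37 deg C, given compound at single 50 µM final, then IGF (6 nM final) for 20 min at 37 deg C. Lysed; phospho-Akt Ser473 by HTRF after 24 h, 665/615 ratio.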
CCT chaperon mod: changes cytosolic chaperonin activity; purified chaperonin ATPase assay, HTRF ADP detection, 30 min; activity change, % (test concentration not listed), hits read low; hit rate 0.3% among 360,000; AID 651819; in the data active = activity change below about -30%; also: % is scaled to controls: 0 for no effect and ±100 for the full control effect
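TRiC at 40 or 20 nM final (batch-dependent) in 30 mM Tris pH 7.4, 100 mM KCl, 5 mM MgCl2, 1 mM DTT, with compound at single 76 uM and 10 uM ATP, 30 min at 37 deg C. ADP detected by HTRF Transcreener, 665/615 ratio.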
HepG2 tox: kills HepG2 cells in TGF-b inhibitor counter-screen; HepG2 CAGA-GFP viability, ATP luminescence, 18 h; Potency, µM (doses to about 46.1 µM), for inactives: at the top dose activity change, negative = cytotoxicity, hits mostly cytotoxic; hit rate 0.76% among 410,000; AID 588856; also: potency is read from the fitted curve at half-maximal effect; some results filed as inactive show a strong effect at the top dose
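CellTiter-Glo luminescence gave cytotoxicity after 18 hours at 37 degrees C. The cells were HepG2 CAGA-GFP in 1% FBS DMEM, stimulated with 500 pg/mL TGF-beta after compound addition. %Activity was normalised to no-cell wells (complete cell-killing) and DMSO (no toxicity), and curves were fitted and classified.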
TGFb inhibitor: TGF-b pathway inhibition | HepG2 CAGA-GFP TGF-b/SMAD3 reporter, GFP fluorescence, 18 h; TGF-beta stimulated, 500 pg/mL final | Potency, µM (titrated, usually from 46.1 µM), inactives show top-dose activity, negative = inhibition, usual class: inhibitors | hit rate 1.2% among 410,000; also: potency is read from the fitted curve at half-maximal effect; % is scaled to controls: 0 for no effect and ±100 for the full control effect; nearly all actives have a fitted effect of over 65% in size
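Read-out: total well GFP (ex488/em500-530) summed from mean per-cell fluorescence. Cells: HEPG2 CAGA-GFP, 1% FBS DMEM, 18 h at 37 degrees C with 500 pg/mL final TGF-beta. Unstimulated wells served as the full-inhibition control; stimulated DMSO wells = 0%.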
Abeta rescue: restores growth of yeast expressing A-beta42 peptide | yeast expressing A-beta42, growth rescue, OD600, 48 h; response scale: 0% DMSO, 100% iron-clioquinol control | Potency, µM (top dose mostly 46.1 µM), for the others: top-dose growth rescue, usual class: activators | hit rate 0.063% among 410,000 | AID 1347071; also: potency is read from the fitted curve at half-maximal effect; nearly all actives have a fitted effect of over 55% in size
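Growth rescue measured by 600 nm absorbance after 48 h yeast culture at 30 C with compound. Values normalized between DMSO and an equimolar ferric chloride plus clioquinol control.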
Nrf2 ARE act: activates Nrf2 signaling; hit rate 0.31% among 410,000; AREc32 ARE-luciferase reporter (MCF7-derived line), luminescence, 24 h; Potency, µM (highest dose often 46.1 µM), for inactives: at the highest dose activation, most hits filed as activators; AID 624171; also: potency is read from the fitted curve at half-maximal effect; % of control where 0% means no effect; nearly all actives have a fitted effect of over 65% in size
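Cells of the AREc32 ARE-luciferase line are plated in OPTI-MEM containing 5% FBS and left overnight at 37 deg C. Compounds are pinned in, incubation continues 24 hr, and firefly luciferase signal is then measured.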
A549 tox: A549 cytotoxicity, counter-screen for Nrf2 inhibitors; A549 ARE-Fluc cells, CellTiter-Fluor viability, 18-24 h; Potency, µM (series often up to 46 µM), inactives show at the highest dose activity change, negative = cytotoxicity, most hits filed as inhibitors; hit rate 0.16% among 390,000; also: potency is read from the fitted curve at half-maximal effect; % is scaled to controls: 0 for no effect and ±100 for the full control effect
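A549 ARE-Fluc cells in 5% FBS OPTI-MEM, 5000 cells/well, rested 2 h then exposed to compounds in concentration-response for 18-24 h at 37 °C. Viability by CellTiter-Fluor fluorescence (Ex 405/Em 525) after 30 min; luciferase luminescence (BugLite, 15 min, RT) read afterwards.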
Nrf2 block: blocks Nrf2 signaling. A549 ARE-Fluc reporter, luciferase luminescence, 18-24 h. hit rate 2.1% among 360,000. Potency, µM (doses to about 46 µM), without a hit: top-dose activity change, negative = inhibition, usual class: inhibitors; also: potency is read from the fitted curve at half-maximal effect; % is scaled to controls: 0 for no effect and ±100 for the full control effect; nearly all actives have a fitted effect of over 60% in size
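Nrf2 function is reported as luminescence of an ARE-controlled luciferase in A549 cells. Compounds were tested at several concentrations, and a CellTiter-Fluor read on the same wells flagged cytotoxicity.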
MmCpn inh: inhibitors of Methanococcus maripaludis chaperonin (MmCpn). purified Mm-Cpn ATPase, ADP Transcreener TR-FRET. Potency, µM (highest dose often 76.9 µM), for inactives: at the highest dose activity, negative = inhibition, actives largely listed as inhibitors. hit rate 0.031% among 330,000; also: potency is read from the fitted curve at half-maximal effect; % is scaled to controls: 0 for no effect and ±100 for the full control effect; nearly all actives have a fitted effect of over 80% in size
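ATPase read-out: TR-FRET ADP immunoassay (anti-ADP Eu cryptate vs ADP-d2), ex 320 nm, em 590/665 nm; signal drops as ADP forms. Enzyme 25 nM, ATP 10 uM, 30 min at 37°C after 10 min compound preincubation.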
Active calls of the source: *; i = inactive; ? = inconclusive; / = not tested or not shown; & = joins results of further samples; [ ] = dose if it differs, or a comment. Unless noted, calls follow the shape of the dose curve; as a rule, active = well fitted curve in the direction sought with a large enough effect; inconclusive = small, poorly fitted or top-dose-only effect, or another doubt; inactive = no such curve, though single readings can be large; an effect the other way counts as inactive or inconclusive.

SMILES | pAkt inh | CCT chaperon mod | HepG2 tox | TGFb inhibitor | Abeta rescue | Nrf2 ARE act | A549 tox | Nrf2 block | MmCpn inh
COCc1cc(C)nc2sc(C(=O)NCCO)c(-n3cccc3)c12 | i | -1.3 | 7.1% | -8.6% | -18.4% | 0.0% | 0.3% | -15.1% | -2.3%
Cn1c(SCC(=O)NC2CCCCC2)nnc1-c1cc2cc(Cl)ccc2o1 | ? | 1.2 | 2.6% | 3.4% | -2.2% | 0.1% | -11.1% | 12.3% | -1.5%
COc1cccc(/C=N/NC(=O)c2cnccn2)c1 | i | -1.5 | 10.4% | 11.3% | 28.7% | 2.9% | -1.7% | 4.6% | -2.6%
CNC(=O)c1sccc1-n1cccc1 | i | -2.0 | -20.7% | -0.7% | 2.9% | -0.6% | -1.0% | -7.9% | 1.3%
O=C(CN(CCc1ccccc1)C(=O)CNS(=O)(=O)c1ccc(F)cc1)NCC1CCCO1 (stereo unspecified) | i | -1.3 | 5.7% | -4.1% | 25.5% | 0.0% | -4.3% | / | 0.2%
Oc1c(N=NC(=S)Nc2ccccc2F)c2ccccc2n1Cc1ccccc1F | i | -0.4 | -10.3% | -3.8% | 12.4% | -0.1% | -19.0% | ? | -0.8%
O=C(Nc1ccc(F)cc1)N1CCCCCC1 | i | -0.7 | 7.9% | 14.1% | 9.8% | -0.2% | -1.4% | 20.1% | 0.1%
COc1cccc(-c2nn(C)c3sc(C(=O)NCc4ccc5c(c4)OCO5)cc23)c1 | i | -1.4 | -31.2% | -8.7% | 2.7% | 4.0% | 0.1% | -21.6% | -6.8%
Cc1ccc(-n2nc(C)c(C(=O)NCCCN3CCN(c4cccc(Cl)c4)CC3)c2-n2cccc2)cc1 | / | / | -17.8% | -7.2% | 3.0% | -0.8% | ? | 16.4µM* | /
CN1CCN(/N=C/c2ccc(C#N)cc2)CC1 | i | -0.8 | 4.0% | -2.1% | 2.6% | 1.8% | 5.8% | ? | 1.1%
Oc1ccc(Cc2ccc(Cl)cc2)c(O)c1 | i | 0.5 | -57.7% | ? | 17.3% | 3.0% | 0.2% | 8.3% | -0.9%
Nc1nnnn1CC(=O)N/N=C/c1cccs1 | i | -1.8 | -6.9% | -2.1% | -7.4% | 0.7% | 0.7% | 10.0% | 1.6%
CCCCN(CCCC)C(=O)/C=C/c1cccc([N+](=O)[O-])c1 | i | -2.2 | 1.1% | -23.3% | 22.1% | 4.0% | 3.1% | / | -0.5%
CCOc1ccc(Nc2nc3cc(Cl)c(Cl)cc3nc2-n2nc(C)cc2C)cc1 | / | / | 5.3% | 54.6%[activator] | -6.7% | 0.6% | -0.8% | 5.5% | /
CC(=O)C(C)n1c(CN2CCN(C(=O)c3ccco3)CC2)nc2c1c(=O)n(C)c(=O)n2C (stereo unspecified) | i | 2.3 | 4.4% | 5.1% | -1.1% | -0.7% | 0.0% | 11.9% | -0.8%
O=C(COc1ccc(C(=S)N2CCCC2)cc1)Nc1ccccc1C(F)(F)F | i | -1.3 | -7.8% | 15.1% | -0.2% | 2.9% | ? | 23.1µM* | -4.6%
O=[N+]([O-])c1cc([N+](=O)[O-])c(Oc2c(F)cc(F)cc2F)cc1NN1CCCCC1 | i | -0.2 | -13.6% | -4.1% | 1.0% | 1.6% | -7.9% | -11.4% | -1.9%
O=C(COC(=O)C1CC2C=CC1C2)Nc1cccc(S(=O)(=O)N2CCOCC2)c1 (stereo unspecified) | i | 2.3 | -2.9% | 0.9% | -6.6% | -0.1% | 0.9% | -2.7% | -0.1%
COc1ccc(-n2c(=O)[nH]c3c(C(N)=O)nc(C4CCCCC4)nc32)cc1 | i | -0.3 | 0.2% | 2.6% | -7.4% | -0.3% | -3.7% | -10.8% | -0.1%
Cn1ncc2c(Nc3ccc(O)cc3)nc(Cl)nc21 | i | -1.2 | 9.5% | 3.0% | -3.5% | 2.9% | -3.1% | -14.4% | -0.7%

3 compounds already listed, ordered by the value under MmCpn inh, falling:
SMILES	pAkt inh	CCT chaperon mod	TGFb inhibitor	Nrf2 ARE act	MmCpn inh
Nc1nnnn1CC(=O)N/N=C/c1cccs1	i	-1.8	-2.1%	0.7%	1.6%
O=C(Nc1ccc(F)cc1)N1CCCCCC1	i	-0.7	14.1%	-0.2%	0.1%
O=C(COc1ccc(C(=S)N2CCCC2)cc1)Nc1ccccc1C(F)(F)F	i	-1.3	15.1%	2.9%	-4.6%

(listing goes on)
SMILES | pAkt inh | CCT chaperon mod | HepG2 tox | TGFb inhibitor | Abeta rescue | Nrf2 ARE act | A549 tox | Nrf2 block | MmCpn inh
Cc1ccc2[nH]c3c(=O)n(CC(=O)N(C)c4cc(Cl)ccc4C)ncc3c2c1 | / | / | -0.6% | 11.6% | 6.8% | -0.3% | -6.8% | -7.8% | /
N#CCC(=O)Nc1ccc(C(=O)OCC(=O)NCCCc2ccccc2)cc1 | i | -1.0 | -1.1% | 11.7% | 10.7% | -0.1% | 0.0% | -21.9% | -22.5%
Cc1cccc(C)c1NC(=O)C(c1ccc([N+](=O)[O-])cc1)N1CCCCC1 (stereo unspecified) | i | -3.6 | -30.9% | 6.3% | -14.0% | -0.3% | -6.1% | ? | 0.8%
CC1=C(C(=O)OCC2CCCO2)C(c2ccc(O)cc2)NC(=O)N1 (stereo unspecified) | i | 0.4 | 0.3% | -2.0% | -16.7% | 0.0% | -2.0% | 5.2% | ?
N#CC1=C(N)C(C#N)(C#N)[C@H](c2c(F)cccc2F)[C@H]2CC3(CC=C12)OCCO3 | / | 1.1 | -48.4% | -13.7% | -17.2% | 15.8% | -23.0% | / | -6.4%
CC1=C(C(=O)Nc2cccnc2)C(c2ccc(C(C)C)cc2)n2ncnc2N1 (stereo unspecified) | i | -2.2 | -16.9% | -24.5% | 9.1% | -0.7% | 0.6% | -27.4% | 1.4%
OC(c1cccc(Cl)c1)c1ncc(-c2ccc(C(F)(F)F)cc2)[nH]1 (stereo unspecified) | i | -1.6 | -69.2% | ? | -23.0% | 1.1% | / | / | /
CS(=O)(=O)N1CCc2cc(C(=O)Nc3ccc(COCC(F)(F)F)cc3)ccc21 | i | -0.8 | -40.7% | 0.3% | 10.5% | 4.2% | -3.5% | ? | 2.3%
CCOC(=O)N1CCN(S(=O)(=O)N2CCCC(C(=O)NCCc3ccc(Cl)cc3)C2)CC1 (stereo unspecified) | i | -2.4 | -0.2% | -2.3% | 13.6% | 0.1% | -3.5% | 0.1% | -3.1%
C#CCn1c(C)cc(C)c(S(=O)(=O)c2ccccc2)c1=O | i | -0.5 | -3.5% | -2.4% | -6.2% | 3.1% | -5.9% | ? | 0.1%
Cc1ccc(-c2noc(-c3cc(-c4ccc(F)cc4)n[nH]3)n2)cc1 | / | / | -22.7% | -7.0% | -10.5% | 0.2% | -11.7% | -10.2% | /
O=C(O)CCC(=O)NN1C(=O)c2ccccc2NC1c1ccco1 (stereo unspecified) | i | -3.1 | 3.3% | -2.0% | 4.8% | -0.7% | -0.4% | -10.4% | 2.8%
C=CCOC(=O)C1=C(C)Nc2ncnn2C1c1cc(Br)ccc1F (stereo unspecified) | i | 1.9 | 6.5% | ? | 8.3% | 0.5% | -17.1% | ? | -0.6%
CCOc1ccccc1CNC(=O)Cn1nc(C)c2nn(-c3ccc(Cl)cc3)c(C)c2c1=O | / | / | -3.7% | -19.9% | -6.9% | 0.6% | 8.9% | / | /
CCN(C(=O)CSc1nc2ccc(C)cc2[nH]1)C1CCS(=O)(=O)C1 (stereo unspecified) | i | -0.4 | -17.0% | -11.3% | 2.9% | -1.0% | 2.3% | 14.5% | -1.5%
Cc1nc(N2CCN(c3ccccc3)CC2)nc2c1C(=O)CC(C)C2 (stereo unspecified) | i | -0.4 | 1.1% | 4.7% | 8.1% | -0.3% | -6.5% | ? | -9.2%
O=C(CSc1ccc2nnc(-c3ccccn3)n2n1)Nc1ccccc1C(F)(F)F | i | -1.8 | 0.9% | -0.1% | -19.5% | 0.1% | -7.4% | -2.9% | -0.2%
O=C(NC1CC1)C1=C[C@@H](c2csc3ccccc23)C[C@@H](OCCCCO)O1 | i | -4.0 | -19.0% | ? | 7.6% | 3.7% | -0.7% | -11.3% | 1.3%
COc1ccc2c(c1)c(=O)oc1c(C)c(OC(C)C(=O)NCC3CCC(C(=O)O)CC3)ccc12 (stereo unspecified) | i | 0.9 | 4.6% | 25.5% | -14.0% | 0.3% | 0.0% | -7.3% | ?
CCCCC(=O)Nc1ccc(C(=O)NCC(=O)OC)cc1 | i | -1.8 | -1.0% | 0.9% | 6.5% | -0.4% | -0.7% | 13.6% | 1.5%
CC(=O)Nc1oc(-c2cccc3ccccc23)nc1C#N | / | / | -21.6% | -19.0% | 0.0% | 0.4% | 10.6% | -8.4% | -3.1%
Oc1ccc2sc(-c3ccccc3O)c(-c3ccc(OCCN4CCCCC4)cc3)c2c1 | i | -0.6 | / | / | 6.6% | -3.2% | / | / | /
Cc1cccc(CS(=O)(=O)Cc2ccc(C(=O)NCc3ccccc3)o2)c1 | / | -4.1 | -4.8%&-22.5% | -1.8%&-17.1% | -0.5%&0.5% | -0.2%&0.4% | -5.8%&0.5% | -18.3% | 0.4%
CC(C)c1cccc(C2=CC(=O)C[C@H](c3ccc(F)cc3)C2)c1 | i | -0.7 | -1.6% | -16.3% | 4.9% | 4.5% | 2.1% | -5.1% | -0.7%
O=C(COC(=O)CCc1c[nH]c2ccccc12)Nc1ccccc1 | i | -2.1 | -41.2% | 1.2% | 8.8% | -0.9% | -1.9% | -1.5% | 1.8%
